Source: PubChem BioAssay
Lipid droplet: inhibitors of hepatocyte lipid droplet formation, primary screen, imaging, high-throughput imaging, BODIPY stain | 0.4% of 240,000 active | AID 1656, 2009 | inhibition, % at 6.5 µM | AML12 mouse hepatocytes, oleate lipid droplets;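 active means lipid droplet intensity inhibited by at least 50%, with more than 500 cells counted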
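Assay system: AML12 mouse liver cells | Compound: 6.5 µM single-point dosing | Schedule: Overnight exposure | Technique: Fluorescence imaging, 20x objective, two fields per well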
UTI89 phage lysis: inhibition of K1F phage lysis, E. coli UTI89, bacterial capsule biogenesis inhibitors, alamar blue (AID 488966). E. coli UTI89 K1F phage lysis, alamar blue, 2 h; higher % means a stronger effect. 0.02% of 340,000 active. one-dose inhibition, % at 100 µM; IC50 in µM for titrated hits;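 active means phage lysis inhibition, versus mean bacterial control, above a set limit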;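 further: capsule biogenesis inhibitors block K1F phage lysis so surviving cells raise fluorescence; higher fluorescence means more inhibition of phage lysis; actives were called in the ten point dose series up to 300 µM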
Siah-1 displacement: Siah-1 peptide-binding antagonists, primary screen, biochemical, fluorescence polarization, rhodamine-plectin, uHTS (AID 1817) | E3 ubiquitin-protein ligase SIAH1 (Homo sapiens) | Siah-1 / rhodamine-plectin peptide fluorescence polarization; higher % means a stronger effect | displacement, % at 20 µM, or IC50 in µM where a hit was titrated | 0.02% of 290,000 active;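 active means displacement of at least 50% at 20 µM, with a fluorescence ratio check between 0.3 and a set limit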;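 further: plate controls were Siah plus tracer with DMSO for no effect and tracer alone without Siah for full effect; strong numbers were not always called active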
Lipid droplet cells 6.5 µM: also measured in Lipid droplet; calls as there; cell count; measured here: cell count, cytotoxicity flag;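 cells counted across two imaged fields per well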
* hit, by the source's call; [ ] = another dose, or the depositor's remark.

The opening three records, ahead of the listing:
Screening CCN1CCN(C(=O)C2CC(=O)N(c3ccc(Cl)cc3)C2)CC1 (stereo not given) returned Lipid droplet -14, UTI89 phage lysis 0.0%, Siah-1 displacement 0% and Lipid droplet cells 6.5 µM 768.
`CC(C)C[C@H](NC(=O)c1[nH]cnc1C(=O)N[C@@H](Cc1ccccc1)C(=O)OC(C)(C)C)C(=O)OCc1ccccc1` gave Lipid droplet 16, UTI89 phage lysis -1.0%, Siah-1 displacement 0% and Lipid droplet cells 6.5 µM 805.
`O=C(O)CC1(CC(=O)N2CCC(C(=O)O)CC2)CCCC1` gave Lipid droplet 4, UTI89 phage lysis 0.3%, Siah-1 displacement 0% and Lipid droplet cells 6.5 µM 799.

The list itself, from the first entry:
Screening CCN1CCN(C(=O)C2CC(=O)N(c3ccc(Cl)cc3)C2)CC1 (stereo not given) returned Lipid droplet -14, UTI89 phage lysis 0.0%, Siah-1 displacement 0% and Lipid droplet cells 6.5 µM 768.
`CC(C)C[C@H](NC(=O)c1[nH]cnc1C(=O)N[C@@H](Cc1ccccc1)C(=O)OC(C)(C)C)C(=O)OCc1ccccc1` gave Lipid droplet 16, UTI89 phage lysis -1.0%, Siah-1 displacement 0% and Lipid droplet cells 6.5 µM 805.
`O=C(O)CC1(CC(=O)N2CCC(C(=O)O)CC2)CCCC1` gave Lipid droplet 4, UTI89 phage lysis 0.3%, Siah-1 displacement 0% and Lipid droplet cells 6.5 µM 799.
`CCC(=O)Nc1nnc(SCC(=O)Nc2ccc3c(c2)OCCO3)s1` gave Lipid droplet -14, UTI89 phage lysis 0.6%[50 µM], Siah-1 displacement -9% and Lipid droplet cells 6.5 µM 618.
`COc1ccc(OC)c(C(C)NC(=O)C23CC4CC(CC(C4)C2)C3)c1` (stereo not given) gave Lipid droplet 0, UTI89 phage lysis 0.3%, Siah-1 displacement -5% and Lipid droplet cells 6.5 µM 834.
Screening CN1CC(=O)Nc2ccccc2C1=O returned Lipid droplet -11, UTI89 phage lysis 0.3%, Siah-1 displacement 2% and Lipid droplet cells 6.5 µM 676.
Screening CCc1ccccc1NC(=O)CCc1c(C)nn(-c2ccc(N3CCOCC3)nn2)c1C returned Lipid droplet 0, UTI89 phage lysis 0.0%, Siah-1 displacement -4% and Lipid droplet cells 6.5 µM 796.
Cc1ccc(NC(=O)C2COc3ccccc3O2)c(C)c1 (stereo not given) was read as Lipid droplet -3, UTI89 phage lysis -1.3%, Siah-1 displacement 3% and Lipid droplet cells 6.5 µM 763.
Screening OCCC1CN(CC2CCCCC2)CCN1CC1CCCCC1 (stereo not given) returned Lipid droplet -1, UTI89 phage lysis 0.2%, Siah-1 displacement 0% and Lipid droplet cells 6.5 µM 862.
`CC(C)c1ccc(OCCCCCN2CCOCC2)cc1` gave Lipid droplet -7, UTI89 phage lysis -0.1%, Siah-1 displacement -4% and Lipid droplet cells 6.5 µM 402.
For CCc1cc2c(COC(=O)c3cccc(S(C)(=O)=O)c3)cc(=O)oc2cc1O the results were Lipid droplet 12, UTI89 phage lysis 0.1%, Siah-1 displacement -4% and Lipid droplet cells 6.5 µM 822.
`Cc1cc(-c2ccccc2)nc(SCc2ccc(C(=O)O)cc2)n1` gave Lipid droplet 15, UTI89 phage lysis 0.6%, Siah-1 displacement -1% and Lipid droplet cells 6.5 µM 817.
For O=C(N/C(=C\c1ccco1)C(=O)N1CCC(O)CC1)c1ccccc1 the results were Lipid droplet 1, UTI89 phage lysis 0.6%, Siah-1 displacement 0% and Lipid droplet cells 6.5 µM 837.
Screening Cc1cc(=O)oc2c(C)c(OCC(=O)N3CCN(C(=O)C4COc5ccccc5O4)CC3)ccc12 (stereo not given) returned Lipid droplet -2, UTI89 phage lysis 0.1%, Siah-1 displacement -2% and Lipid droplet cells 6.5 µM 715.
COCCN(Cc1cccs1)S(=O)(=O)c1csc(C(N)=O)c1 was read as Lipid droplet 8, UTI89 phage lysis 0.5%, Siah-1 displacement 12% and Lipid droplet cells 6.5 µM 672.
`CCOC(=O)C1CCN(C(=O)C2CCN(c3nn4c(=O)cc(C)nc4s3)CC2)CC1` gave Lipid droplet 16, UTI89 phage lysis 0.3%, Siah-1 displacement 11% and Lipid droplet cells 6.5 µM 678.
Screening CC(C)c1ccc(/C=N/n2c(COc3ccccc3)n[nH]c2=S)cc1 returned Lipid droplet -5, UTI89 phage lysis -3.2%[50 µM], Siah-1 displacement -3% and Lipid droplet cells 6.5 µM 820.
For COc1ccc(NC(=O)CSc2nc3c([nH]c4ccccc43)c(=O)n2C)c(OC)c1 the results were Lipid droplet -2, UTI89 phage lysis 0.3%, Siah-1 displacement 4% and Lipid droplet cells 6.5 µM 817.
`O=C(CN1CCCCCC1)Nc1ccccc1OC(F)F` gave Lipid droplet -5, UTI89 phage lysis 0.0%, Siah-1 displacement -1% and Lipid droplet cells 6.5 µM 733.
O=C(c1ccc(Br)cc1)c1cn[nH]c1-c1ccccc1O was read as Lipid droplet -6, UTI89 phage lysis 0.2%, Siah-1 displacement 2% and Lipid droplet cells 6.5 µM 814.
For Cc1ccc(C(=O)Nc2cc3[nH]c(=O)oc3cc2C)cc1 the results were Lipid droplet -5, UTI89 phage lysis 0.1%, Siah-1 displacement 2% and Lipid droplet cells 6.5 µM 793.
COCC(=O)N(Cc1cc2ccc(C)cc2[nH]c1=O)c1ccccc1C was read as Lipid droplet -1, UTI89 phage lysis -0.1%, Siah-1 displacement -4% and Lipid droplet cells 6.5 µM 877.
`O=C1CCC(C(=O)N(CCO)Cc2ccccc2)CN1CCCN1CCOCC1` (stereo not given) gave Lipid droplet 0, UTI89 phage lysis 0.3%, Siah-1 displacement 12% and Lipid droplet cells 6.5 µM 727.
For COC(=O)c1cccc(C(=O)N2CCCC(Nc3ccc(C)c(C)c3)C2)c1 (stereo not given) the results were Lipid droplet -12, UTI89 phage lysis 0.3%, Siah-1 displacement 7% and Lipid droplet cells 6.5 µM 660.
Screening CCC(NC(=O)COc1cc2c(c3oc(=O)c(C)c(C)c13)CCC(C)(C)O2)C(=O)O (stereo not given) returned Lipid droplet -2, UTI89 phage lysis 0.4%[50 µM], Siah-1 displacement 0% and Lipid droplet cells 6.5 µM 423.
Screening CCOc1ccccc1N(CC(=O)N(C)Cc1ccccc1)S(=O)(=O)c1ccccc1 returned Lipid droplet -24, UTI89 phage lysis -0.2%, Siah-1 displacement 5% and Lipid droplet cells 6.5 µM 657.
CC(=O)c1c(C)[nH]c(C(=O)N(C)CC(=O)Nc2ccc(Cl)c(C(F)(F)F)c2)c1C was read as Lipid droplet -10, UTI89 phage lysis -0.2%[50 µM], Siah-1 displacement 7% and Lipid droplet cells 6.5 µM 851.
For CCc1nnc(SCC(=O)Nc2ccc(N3CCN(S(C)(=O)=O)CC3)cc2)o1 the results were Lipid droplet 10, UTI89 phage lysis 0.3%, Siah-1 displacement 2% and Lipid droplet cells 6.5 µM 788.
For Cc1cccc(NC(=O)CNC(=O)CNC(=O)Cc2ccccc2)c1 the results were Lipid droplet 1, UTI89 phage lysis 1.8%[50 µM], Siah-1 displacement 0% and Lipid droplet cells 6.5 µM 811.
Screening COC(=O)[C@@H]1[C@H]2C[C@H]3c4[nH]c5ccccc5c4CCN3C[C@@H]2CC[C@@H]1O returned Lipid droplet -2, UTI89 phage lysis 1.8%, Siah-1 displacement 2% and Lipid droplet cells 6.5 µM 754.
COCCn1nnnc1C(c1ccc(OC)cc1)N1CCN(C(=O)c2ccco2)CC1 (stereo not given) was read as Lipid droplet -7, UTI89 phage lysis -0.2%, Siah-1 displacement 3% and Lipid droplet cells 6.5 µM 786.
`Cc1nc(C(=O)NNC(=O)c2ccc(Cl)cc2)c(C(F)(F)F)o1` gave Lipid droplet 5, UTI89 phage lysis 0.5%, Siah-1 displacement 9% and Lipid droplet cells 6.5 µM 655.
O=C(c1ccsc1)N1CCCC(Nc2cccc(F)c2)C1 (stereo not given) was read as Lipid droplet -9, UTI89 phage lysis 0.7%[50 µM], Siah-1 displacement 3% and Lipid droplet cells 6.5 µM 837.
Screening CC(=O)NC1CCN(CC(=O)Nc2nccs2)CC1 returned Lipid droplet 3, UTI89 phage lysis -1.4%, Siah-1 displacement -6% and Lipid droplet cells 6.5 µM 789.
For O=C(NC1CCCC1)c1ccc(CS(=O)Cc2ccccc2Cl)o1 (stereo not given) the results were Lipid droplet -45, UTI89 phage lysis 0.2%, Siah-1 displacement 0% and Lipid droplet cells 6.5 µM 681.
`CC1CN(C(=O)CCNC(=O)c2ccc(Cl)cc2)CC(C)O1` (stereo not given) gave Lipid droplet 7, UTI89 phage lysis 0.2%, Siah-1 displacement 10% and Lipid droplet cells 6.5 µM 719.
For COc1ccc(/C=C/C(=O)NCCCN2CCCC2)cc1 the results were Lipid droplet 10, UTI89 phage lysis 0.0%, Siah-1 displacement 11% and Lipid droplet cells 6.5 µM 667.
For C[C@H](NC(=O)c1ccccc1F)C(=O)N1CCC2(CC1)NCCc1[nH]cnc12 the results were Lipid droplet -8, UTI89 phage lysis 0.0%, Siah-1 displacement -5% and Lipid droplet cells 6.5 µM 666.
CC(=O)NN1C(=O)c2ccccc2NC1c1ccccc1 (stereo not given) was read as Lipid droplet 2, UTI89 phage lysis 0.1%, Siah-1 displacement -6% and Lipid droplet cells 6.5 µM 402.
Cc1ccc(NC(=O)Nc2ccon2)cc1Cl was read as Lipid droplet -4, UTI89 phage lysis 0.7%[50 µM], Siah-1 displacement 4% and Lipid droplet cells 6.5 µM 777.
Screening O=C(CCS(=O)(=O)c1ccccc1)NC1CCCCC1 returned Lipid droplet -32, UTI89 phage lysis 1.3%[50 µM], Siah-1 displacement 1% and Lipid droplet cells 6.5 µM 701.
For COc1ccc(N2CC(C(=O)Nc3ccncc3)CC2=O)cc1 (stereo not given) the results were Lipid droplet -7, UTI89 phage lysis 0.4%, Siah-1 displacement 7% and Lipid droplet cells 6.5 µM 821.
`COc1ccccc1NC(=S)N1CCN(c2ccc(F)cc2)CC1` gave Lipid droplet -2, UTI89 phage lysis -1.1%, Siah-1 displacement 4% and Lipid droplet cells 6.5 µM 788.
O=C(NC1CC1)c1nc(Cn2cc([N+](=O)[O-])cn2)no1 was read as Lipid droplet -1, UTI89 phage lysis 6.9%, Siah-1 displacement 8% and Lipid droplet cells 6.5 µM 663.
`COc1ccc(C(=O)Nc2ccccc2)cc1NC(=O)c1cccs1` gave Lipid droplet -6, UTI89 phage lysis 0.1%, Siah-1 displacement 3% and Lipid droplet cells 6.5 µM 671.
CCOc1ccc(N(CC(=O)NCc2ccc(F)cc2)C(=O)c2ccco2)cc1 was read as Lipid droplet -27, UTI89 phage lysis -1.8%, Siah-1 displacement -1% and Lipid droplet cells 6.5 µM 708.
For CCCCN(CC)C(=O)Cn1nc(Cc2ccncc2)c2ccccc2c1=O the results were Lipid droplet 12, UTI89 phage lysis -0.1%, Siah-1 displacement 8% and Lipid droplet cells 6.5 µM 719.
CCC1Oc2ccccc2N(CC(=O)NC2CCCCC2C)C1=O (stereo not given) was read as Lipid droplet -11, UTI89 phage lysis -0.1%, Siah-1 displacement -1% and Lipid droplet cells 6.5 µM 637.
`O=C(NCCOc1ccccc1F)c1cc([N+](=O)[O-])ccc1N1CCOCC1` gave Lipid droplet -14, UTI89 phage lysis 0.1%, Siah-1 displacement -3% and Lipid droplet cells 6.5 µM 820.
Screening CCOC(=O)C1CCN(C(=O)CN2C(=O)c3cccnc3Oc3ccccc32)CC1 returned Lipid droplet 36, UTI89 phage lysis 0.3%, Siah-1 displacement 2% and Lipid droplet cells 6.5 µM 736.
Screening COc1ccc(CC(=O)NCC2CCCN(Cc3cccc(C(F)(F)F)c3)C2)cc1 (stereo not given) returned Lipid droplet -16, UTI89 phage lysis 0.3%, Siah-1 displacement 2% and Lipid droplet cells 6.5 µM 840.
For COC(=O)c1ccc(NC(=O)CCCCCn2nnc3ccccc3c2=O)cc1 the results were Lipid droplet -3, UTI89 phage lysis -0.7%[50 µM], Siah-1 displacement -5% and Lipid droplet cells 6.5 µM 817.
For CCC(C(=O)NC1CCCCC1)n1c2ccccc2c2nc(=O)cc(C)n21 (stereo not given) the results were Lipid droplet 11, UTI89 phage lysis 0.2%, Siah-1 displacement -2% and Lipid droplet cells 6.5 µM 739.
O=C(CCS(=O)(=O)c1ccc(Br)cc1)NCc1ccco1 was read as Lipid droplet -7, UTI89 phage lysis -0.3%, Siah-1 displacement 40% and Lipid droplet cells 6.5 µM 707.

4 entries picked at random from the list so far, as already listed:
CCOc1ccc(N(CC(=O)NCc2ccc(F)cc2)C(=O)c2ccco2)cc1 was read as Lipid droplet -27, UTI89 phage lysis -1.8%, Siah-1 displacement -1% and Lipid droplet cells 6.5 µM 708.
For CCCCN(CC)C(=O)Cn1nc(Cc2ccncc2)c2ccccc2c1=O the results were Lipid droplet 12, UTI89 phage lysis -0.1%, Siah-1 displacement 8% and Lipid droplet cells 6.5 µM 719.
Screening COc1ccc(CC(=O)NCC2CCCN(Cc3cccc(C(F)(F)F)c3)C2)cc1 (stereo not given) returned Lipid droplet -16, UTI89 phage lysis 0.3%, Siah-1 displacement 2% and Lipid droplet cells 6.5 µM 840.
For CCC(C(=O)NC1CCCCC1)n1c2ccccc2c2nc(=O)cc(C)n21 (stereo not given) the results were Lipid droplet 11, UTI89 phage lysis 0.2%, Siah-1 displacement -2% and Lipid droplet cells 6.5 µM 739.

An excerpt (hit frequency here may not be typical).
